SKN-1 block = C. elegans SKN-1 inhibition; C. elegans VP596 Pgst-4::GFP/RFP ratio, acrylamide-induced, 24 h; inhibition, % at 21.8 µM; actives 0.49% (n = 360,000);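 active = interference check ratio from 0.5 to 1.5 plus GFP to RFP signal ratio inhibition reaching or exceeding a fixed threshold, cut at about 30% in these data, passing the limit was not always enough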; also: some compounds called inactive have numbers as strong as hits
Rpn11 inh = Rpn11 (human) deubiquitinase inhibition; human 26S proteasome, Ub4-pepOG fluorescence polarization; 20S core pre-blocked with epoxomicin; O00487; calls only at 20 µM; actives 0.59% (n = 360,000);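 active = inhibition at 20 µM, scaled to each plate's controls, above about 33%, limit read from the data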
MT1-MMP act inh = MT1-MMP (human) activation inhibition | actives 0.061% (n = 360,000) | HT1080 RFP-PRO-GFP cells, GFP/RFP ratio fluorescence, overnight; percent of plate control window, DMSO zero | GFP/RFP ratio change, % at 20 µM;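 active = GFP/RFP ratio change of at least 30% with cell ATP level not reduced by more than half and red fluorescence within 50% of control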; also: strong numbers were not always called active
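Test system: HT1080 cells expressing an RFP-PRO-GFP fluorescent reporter construct / Compound dosing: single-point 20 µM compound, 1% DMSO / Schedule: cells overnight before dosing, compound overnight, 37 °C, 5% CO2 / Evaluation: GFP/RFP fluorescence ratio / Control set: DMSO and RFP-L50D-GFP cell wells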
NRP1-CendR mod = NRP-1/CendR interaction modulation; O14786; FAM-RPARPAR peptide binding to NRP-1, fluorescence polarization; inhibition, % at 25 µM; actives 0.85% (n = 360,000); AID 602438;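 active = inhibition or corrected inhibition above about 18%, plus a signal ratio from 0.5 to 1.5, limit read from the data, passing the limit was not always enough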; also: strong numbers were not always called active
NadD inh = blocks S. aureus nicotinate mononucleotide adenylyltransferase; AID 602399; actives 0.78% (n = 360,000); purified NadD enzyme, colorimetric absorbance read-out; inhibition, % at 20 µM; in the data active = inhibition above about 26%; also: some compounds past the cut are filed as inactive
STEP block = blocks human striatal-enriched tyrosine phosphatase; P54829; recombinant STEP, OMFP fluorogenic substrate, fluorescence; inhibition, % at 20 µM; actives 0.25% (n = 360,000);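 active = inhibition at 20 µM, scaled per plate between control wells, above about 37%, limit read from the data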;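 also: 0% = DMSO with enzyme and substrate and 100% = substrate only without enzyme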
Target sequence (P54829 whole entry, looked up): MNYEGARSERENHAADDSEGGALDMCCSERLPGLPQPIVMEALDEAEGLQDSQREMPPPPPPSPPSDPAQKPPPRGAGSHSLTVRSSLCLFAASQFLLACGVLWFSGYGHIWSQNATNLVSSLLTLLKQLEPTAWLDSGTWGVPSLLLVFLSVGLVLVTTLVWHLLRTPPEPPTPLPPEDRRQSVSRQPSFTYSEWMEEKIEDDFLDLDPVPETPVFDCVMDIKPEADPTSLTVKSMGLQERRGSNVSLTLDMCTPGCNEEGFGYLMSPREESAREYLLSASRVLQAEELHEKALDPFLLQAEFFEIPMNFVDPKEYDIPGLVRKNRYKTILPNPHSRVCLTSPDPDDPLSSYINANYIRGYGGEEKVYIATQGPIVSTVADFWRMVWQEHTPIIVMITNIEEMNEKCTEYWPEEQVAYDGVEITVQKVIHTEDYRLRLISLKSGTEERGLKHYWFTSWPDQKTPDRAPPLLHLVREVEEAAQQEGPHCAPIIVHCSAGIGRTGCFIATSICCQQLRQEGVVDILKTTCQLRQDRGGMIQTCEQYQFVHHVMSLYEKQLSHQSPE
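material = STEP tyrosine phosphatase | reagent = fluorogenic phosphatase substrate OMFP at 25 µM final | doses = single compound dose of 20 µM, 1% DMSO final | schedule = 20 min reaction, room temperature, in the dark | measured by = fluorescence, 480/540 nm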
LMPTP inh = blocks human LMPTP phosphatase. recombinant LMPTP-A, OMFP fluorogenic substrate, fluorescence intensity. inhibition, % at 20 µM. actives 0.22% (n = 360,000);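 active = compounds that cut the enzyme signal by at least half of the control window in the single-dose screen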;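 also: plate controls were DMSO wells with enzyme plus substrate for no effect and substrate without enzyme for full effect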
Target sequence (P24666 whole entry, looked up): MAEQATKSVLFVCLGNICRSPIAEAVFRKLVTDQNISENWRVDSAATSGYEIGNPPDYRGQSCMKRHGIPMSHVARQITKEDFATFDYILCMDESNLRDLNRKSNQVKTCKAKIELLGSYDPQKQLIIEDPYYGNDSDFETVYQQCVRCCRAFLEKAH
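Buffer or medium: Bis-Tris pH 6.0, DTT, detergent; Assay system: LMPTP-A enzyme; Quantity: 0.625 nM enzyme; Detection: endpoint fluorescence intensity; Times: 50 min dark incubation at room temperature; Controls: substrate-only low control, DMSO enzyme-plus-substrate high control; Doses: single 20 µM dose; Read-out: percent inhibition versus substrate-only and uninhibited controls; Reagent: 400 µM OMFP.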
SUMO1 PPI mod = modulators of human SUMO1-mediated protein-protein interactions; P63165; SUMO1 binding to a labelled peptide, TR-FRET, 1 h; inhibition, % at 20 µM; actives 0.33% (n = 360,000); in the data active = inhibition above about 37%
Target sequence (P63165 whole entry, looked up): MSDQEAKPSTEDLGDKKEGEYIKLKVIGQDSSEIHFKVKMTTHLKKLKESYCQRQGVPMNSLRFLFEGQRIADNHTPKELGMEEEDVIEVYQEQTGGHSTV
Scp-1 inhibitor = inhibitors of human Scp-1 phosphatase; inhibition, % at 20 µM; actives 0.88% (n = 340,000); Recombinant Scp1, phosphopeptide, malachite green phosphate absorbance; Q9GZU7;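 active = inhibition above about 50% at 20 µM, limit read from the data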;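 also: plate controls were DMSO wells with enzyme for no effect and wells lacking enzyme for full effect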
Target sequence (Q9GZU7 76-261 limits assumed): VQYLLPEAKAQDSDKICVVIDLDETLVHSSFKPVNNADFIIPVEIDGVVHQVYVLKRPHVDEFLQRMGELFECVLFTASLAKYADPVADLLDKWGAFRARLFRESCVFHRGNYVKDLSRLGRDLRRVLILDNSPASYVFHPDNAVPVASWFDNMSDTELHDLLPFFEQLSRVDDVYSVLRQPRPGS
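Material: truncated SCP-1 phosphatase (76-261aa) / Buffer or medium: 50 mM Tris acetate pH 5.5, 0.005% Tween-20, 10 mM MgCl2 / Compound dosing: one concentration, 20 µM, with 1.0% DMSO / Incubation: 45 min room-temperature reaction, 5 min colour, 30 min stabiliser / Detection: colorimetric free-phosphate detection, absorbance 630 nm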
DNMT1 block = blocks human DNA methyltransferase DNMT1. P26358. DNMT1 molecular beacon, Hinp1I cleavage, fluorescence. inhibition (reported as % activation of signal), % at 10 µM. actives 0.83% (n = 360,000). AID 588458; in the data active = inhibition above about 50%
Starred values were filed as active, the others as inactive; i = inactive; x = not tested or not shown.

SMILES	SKN-1 block	Rpn11 inh	MT1-MMP act inh	NRP1-CendR mod	NadD inh	STEP block	LMPTP inh	SUMO1 PPI mod	Scp-1 inhibitor	DNMT1 block
OC(COc1ccc2ccccc2c1)CN1CCN(c2ccc(F)cc2)CC1 (stereo not given)	-11.4	i	2.0	0.7	3.5	0.5	3.6	-0.8	-0.1	10.4
CCSc1nnc(NC(=O)CSc2nc3c(c(=O)n2-c2ccccc2OC)SCC3)s1	3.4	i	-4.3	-25.2	4.8	1.2	-0.6	-7.0	-4.3	2.0
Cc1cc(/C=C(\C#N)C(=O)O)c(C)n1C1CC1	-0.4	i	5.2	-2.1	-1.6	-2.1	-1.2	-0.9	-2.7	7.7
O=C(O)CSCC(=O)c1ccccc1	1.0	i	1.4	13.3	5.4	-1.3	-0.5	-3.3	-3.0	-0.1
Cc1ccccc1C(=O)NNC(=O)CSc1nc(-c2ccccc2)cc(=O)[nH]1	-6.8	i	6.7	-8.0	-1.1	-1.0	-0.6	20.7	-5.3	0.7
CCS(=O)(=O)c1ccc2c(c1)NC(=O)C(CCO)O2 (stereo not given)	10.5	i	2.9	4.2	-1.5	1.0	-1.5	6.7	-8.9	1.2
Cc1nn(-c2ccccc2)c(Cl)c1/C=C1\SC(=S)N(CCCCCC(=O)O)C1=O	5.1	i	-4.8	-33.2	3.0	0.4	2.8	4.1	-19.9	5.0
O=C(COC(=O)c1ccccn1)Nc1cccc(Cl)c1	-8.9	i	0.8	7.8	2.4	1.1	0.0	-1.8	8.9	-0.6
CCOC(=O)C1CCN(C/C=C/c2ccccc2[N+](=O)[O-])CC1	-5.4	i	5.4	-5.9	-3.1	-3.4	-2.2	-7.9	2.4	1.0
Cc1cc(-n2c(C)cc(C(=O)CSc3nnnn3-c3ccc(Cl)cc3)c2C)no1	-4.5	i	7.4	-4.6	-5.7	-2.1	0.8	2.1	-6.6	18.8
CC1(c2nnnn2-c2ccc3c(c2)OCCO3)CCC(=O)N1Cc1cccnc1 (stereo not given)	4.7	x	4.4	0.8	-1.9	x	-1.9	1.7	x	x
CCCN1CCN(C(=O)c2ccc3[nH]c(C)c(C)c3c2)CC1	3.1	i	3.4	-4.3	4.4	4.5	-0.4	1.3	x	2.5
CCCS(=O)(=O)c1nc(S(=O)(=O)c2ccc(C)cc2)c(NCCCN(C)C)s1	3.2	i	-3.1	0.2	0.3	0.7	-1.6	-0.4	-0.7	-2.6
Cc1ccc(NC(=O)C2CC(=O)n3ncnc3N2)cc1 (stereo not given)	-3.4	i	6.0	14.3	6.1	4.3	-0.3	2.1	-2.2	2.9
O=C(CSc1ccccn1)N/N=C/c1cccc([N+](=O)[O-])c1	-3.5	i	3.6	-2.2	-2.4	-2.1	-0.6	-22.6	-2.1	3.6
COc1ccccc1OC(C)C(=O)NNC(=S)NC1CCCC1 (stereo not given)	2.9	i	-0.4	8.7	-2.6	1.7	-1.1	-3.5	-3.7	0.2
COc1ccc(NC(=O)C[C@H]2C(=O)N(Cc3cccnc3)C[C@@H]2Cc2ccccc2)cc1	2.8	i	4.4	-2.0	-1.8	0.8	-1.1	0.1	x	-0.5
COc1ccc(NC(=O)COC(=O)c2cc(SC)ccc2Cl)c(OC)c1	2.5	i	2.2	0.7	5.9	2.0	0.0	-5.7	-5.1	9.2
Cc1ccc2[nH]c3c(c2c1)CN(C(=O)CN1c2ccc(F)cc2CCC1C)CC3 (stereo not given)	24.1	i	-14.9	-34.0	20.0	2.4	5.2	-4.4	-3.7	-21.4
COc1cccc(OC(=O)c2ccccc2)c1OC(=O)c1ccccc1	12.8	i	0.9	5.3	0.5	2.1	3.0	-4.2	-22.0	0.2
Cc1cc(C)n2nc(/C(C#N)=C/c3ccccn3)c(C#N)c2n1	8.5	i	-16.9	5.1	1.8	7.2	1.0	-13.0	-1.4	-2.7
CCCCSCCCNC(=O)Nc1ccc(CC)cc1	8.6	i	3.1	5.6	-5.0	1.1	1.0	-2.2	-10.6	6.5
CN(c1ccc(C(=O)N2CCN(Cc3ccccc3)CC2)cc1)S(=O)(=O)c1ccccc1	7.9	i	2.0	1.9	2.0	0.5	-1.0	4.7	0.9	-3.9
CCNC(=O)C1(C)CCN1CCC(=O)c1ccc(C)cc1 (stereo not given)	12.4	i	-2.2	-18.2	-2.5	2.6	-2.0	-4.9	x	5.1
Cc1cccc(-c2cc3nc(C)cc(=O)n3[nH]2)c1	-2.7	i	-0.3	9.2	0.5	2.7	2.0	-3.8	x	5.7
O=c1oc(-c2ccccc2)cc2ccccc12	28.5	i	-4.4	-20.9	1.4	4.0	0.6	-2.5	x	-1.7
[O-][n+]1ccc(C2CC2)cc1	22.4	i	-0.5	11.4	4.8	-0.2	-0.6	-2.2	0.5	-1.4
CCN1C(=O)[C@H]2[C@@H](c3ccc(C)cc3)N3C(=O)N(c4cccc(Br)c4)C(=O)[C@@]3(Cc3ccccc3)[C@H]2C1=O	5.9	i	-1.0	-2.2	1.7	0.8	1.9	0.5	-7.1	0.6
O=c1oc2cc(O)ccc2c2ccccc12	7.0	i	2.5	-10.3	-2.9	0.2	1.4	2.1	10.8	11.4
CC1CC(C)CN(C(=O)CCCNC(=O)c2ccc(Cl)cc2)C1 (stereo not given)	-18.9	i	-4.3	9.1	-4.5	2.1	-0.6	2.5	-6.1	-0.6
CC(CCc1ccccc1)NC(=O)CCc1cn(C)c2ccccc12 (stereo not given)	0.7	i	0.4	9.2	-4.1	1.6	-0.7	4.5	-12.3	1.2
CC1CC(C)CN(C(=O)CSc2nnc3ccccn23)C1 (stereo not given)	-19.4	i	-1.2	-9.7	-1.5	2.5	-0.3	1.4	0.4	1.2
CCCCS(=O)c1snnc1C (stereo not given)	0.2	i	1.2	2.0	-4.4	3.9	1.5	2.3	-3.2	0.6
O=C1NN(c2ccccc2)C(=O)/C1=C\c1ccc2c(c1)OCO2	-10.0	i	-3.2	-4.6	-5.6	6.3	-1.0	17.6	-5.2	-9.9
Cc1n[nH]c(C)c1N=Nc1cc(Cl)ccc1Cl	1.9	i	0.8	-0.9	2.4	-2.9	-1.9	-0.3	6.3	-0.3
CCN(CC)CCC(C)OC(c1ccccc1)c1ccccc1 (stereo not given)	-3.6	i	-10.6	1.3	-3.8	-0.2	0.2	-1.9	-6.0	-0.9
CCCCOC(=O)/C(=C/c1cn(C)c2ccccc12)NC(=O)c1ccc(OC)cc1	-1.4	i	5.1	3.2	-3.3	-1.2	0.5	2.3	-11.6	-2.9
COc1ccc(NS(=O)(=O)c2nnc(NC(=O)c3ccccc3F)s2)cc1	3.9	i	4.2	-4.3	-0.7	2.2	-1.5	10.1	6.6	1.2
Cc1c(CC(=O)O)c(=O)oc2cc(OCc3nn[nH]n3)ccc12	0.9	i	-8.1	8.7	2.2	1.8	-0.4	7.2	4.1	1.2
COc1ccccc1CN(C)C(=O)c1ccccc1Sc1ccccc1C#N	6.8	i	-2.3	9.4	5.9	-2.8	-5.7	-5.9	-7.1	-2.0
C/C(=N\NC(=S)NC(C)C)c1ccco1	-0.1	i	0.3	-15.4	1.4	0.4	-1.4	-8.7	2.0	2.2
CCOc1cc(/C=N/Nc2nc(C)cc(=O)[nH]2)ccc1O	13.8	i	1.9	6.5	-5.4	-0.3	-1.0	-15.0	-4.5	-2.8
CCOC(=O)c1cc(-c2ccc(N3CCOCC3)cc2)nn1-c1ccc(F)cc1F	9.1	i	-6.8	5.2	5.4	2.0	0.5	-0.9	0.0	-1.4
CN(C)S(=O)(=O)c1ccc2c(c1)nc(CCC(=O)O)n2C	6.8	i	6.3	4.7	-3.0	0.4	-0.2	-0.7	-4.7	-1.2
CSCCC(C(=O)Nc1c(C)cccc1C)N1CCN(c2ccc(C(F)(F)F)cn2)CC1 (stereo not given)	6.7	i	-1.1	-2.8	-0.2	2.6	0.6	-0.1	x	1.6

Of the compounds above, six contain a Cl atom.
SMILES	SKN-1 block	Rpn11 inh	MT1-MMP act inh	NRP1-CendR mod	NadD inh	STEP block	LMPTP inh	SUMO1 PPI mod	Scp-1 inhibitor	DNMT1 block
Cc1nn(-c2ccccc2)c(Cl)c1/C=C1\SC(=S)N(CCCCCC(=O)O)C1=O	5.1	i	-4.8	-33.2	3.0	0.4	2.8	4.1	-19.9	5.0
O=C(COC(=O)c1ccccn1)Nc1cccc(Cl)c1	-8.9	i	0.8	7.8	2.4	1.1	0.0	-1.8	8.9	-0.6
Cc1cc(-n2c(C)cc(C(=O)CSc3nnnn3-c3ccc(Cl)cc3)c2C)no1	-4.5	i	7.4	-4.6	-5.7	-2.1	0.8	2.1	-6.6	18.8
COc1ccc(NC(=O)COC(=O)c2cc(SC)ccc2Cl)c(OC)c1	2.5	i	2.2	0.7	5.9	2.0	0.0	-5.7	-5.1	9.2
CC1CC(C)CN(C(=O)CCCNC(=O)c2ccc(Cl)cc2)C1 (stereo not given)	-18.9	i	-4.3	9.1	-4.5	2.1	-0.6	2.5	-6.1	-0.6
Cc1n[nH]c(C)c1N=Nc1cc(Cl)ccc1Cl	1.9	i	0.8	-0.9	2.4	-2.9	-1.9	-0.3	6.3	-0.3

(next part)
SMILES	SKN-1 block	Rpn11 inh	MT1-MMP act inh	NRP1-CendR mod	NadD inh	STEP block	LMPTP inh	SUMO1 PPI mod	Scp-1 inhibitor	DNMT1 block
CCOc1c(Br)cc(C(=O)N2CCCN(C)CC2)cc1OC	-2.7	i	1.7	1.1	-0.5	-1.0	-1.9	2.2	-4.0	1.7
CC1(CCC(=O)O)C(=O)CCC2C1CCC1(C)C2CCC1(C)O (stereo not given)	6.2	i	2.1	12.3	0.0	-3.3	1.0	-15.2	-4.7	1.1
NNC(=O)c1oc2nc(-c3ccc(Cl)cc3)cc(-c3ccccc3)c2c1N	-6.7	i	-53.7	-8.4	29.1	-0.8	3.8	1.4	-1.6	-14.0
CCOc1ccc2nc(SCC(=O)Nc3ccc4[nH]c(=O)[nH]c4c3)[nH]c2c1	-10.2	i	3.6	9.0	1.1	1.9	0.4	6.2	5.0	0.2
COC(=O)[C@H](CC(C)C)N1Cc2cc(OC)cc(OC)c2-c2ccccc2S1(=O)=O	-2.8	i	0.2	-0.8	36.6*	0.4	0.0	13.9	98.2*	2.4
O=C(Cc1c(F)cccc1Cl)OCC(=O)c1ccc[nH]1	8.2	i	4.4	11.9	-1.1	-1.2	-1.7	5.9	-15.3	-3.5
OC(CNCc1ccc2c(c1)OCO2)COc1ccc(F)cc1 (stereo not given)	-6.2	i	1.7	-0.3	-8.2	1.6	-0.1	2.7	-5.0	3.8

Screening results (PubChem)

Random draw from the library; about 3.9% have a hit in one of these screens.
